High-throughput results as filed in PubChem BioAssay.
OX1R antag = blocks the human orexin 1 receptor; AID 485270; 330,000 compounds, 1.8% hits; OX1R-expressing cells, FRET antagonist read-out; inhibition, % at 6.6 µM; in the data active means inhibition mostly above about 38%, no sharp cut-off; inactive means mostly below about 40%;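 further: 0% = agonist challenge alone and 100% = reference antagonist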
Target sequence (O43613 whole entry, looked up): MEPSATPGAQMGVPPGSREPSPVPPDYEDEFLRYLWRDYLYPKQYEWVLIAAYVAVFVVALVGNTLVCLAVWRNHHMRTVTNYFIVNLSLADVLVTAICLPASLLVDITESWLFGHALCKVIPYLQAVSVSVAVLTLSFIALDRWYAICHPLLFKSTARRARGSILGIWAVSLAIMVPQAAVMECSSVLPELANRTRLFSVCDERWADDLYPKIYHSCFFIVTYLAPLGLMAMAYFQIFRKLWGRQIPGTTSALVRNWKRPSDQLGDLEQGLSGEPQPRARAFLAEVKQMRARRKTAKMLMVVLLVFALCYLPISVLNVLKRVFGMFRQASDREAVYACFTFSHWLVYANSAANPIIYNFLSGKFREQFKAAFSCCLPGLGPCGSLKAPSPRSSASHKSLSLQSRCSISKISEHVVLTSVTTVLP
STK33 kinase inh = blocks human STK33 kinase activity | Q9BYT3 | purified STK33, MBP phosphorylation, ADP-Glo luminescence | inhibition, % at 10 µM | 320,000 compounds, 0.073% hits | AID 2661;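 active means inhibition at or above 25%, using the most active replicate where run in duplicate; inactive means inhibition below 25%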
Target sequence (Q9BYT3 whole entry, looked up): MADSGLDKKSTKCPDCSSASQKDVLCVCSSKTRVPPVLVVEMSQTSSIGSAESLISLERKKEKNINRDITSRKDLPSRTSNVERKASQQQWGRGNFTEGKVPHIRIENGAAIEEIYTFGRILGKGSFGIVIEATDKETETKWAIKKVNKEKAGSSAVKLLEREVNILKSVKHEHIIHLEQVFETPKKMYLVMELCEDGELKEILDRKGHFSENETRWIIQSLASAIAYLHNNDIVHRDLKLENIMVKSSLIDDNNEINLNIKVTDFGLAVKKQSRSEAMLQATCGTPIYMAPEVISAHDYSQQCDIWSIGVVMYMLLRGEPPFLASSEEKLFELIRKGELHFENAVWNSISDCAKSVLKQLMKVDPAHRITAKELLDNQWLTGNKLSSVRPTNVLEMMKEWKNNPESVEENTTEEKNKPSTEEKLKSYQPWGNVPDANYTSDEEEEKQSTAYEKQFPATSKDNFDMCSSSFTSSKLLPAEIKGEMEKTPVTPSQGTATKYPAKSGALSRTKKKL
KCNQ2 block = KCNQ2 channel blockers in CHO-K1 cells – cell-based, FluxOR thallium flux, B-score, primary screen (AID 2156) | O88943 | 20 min; active compounds read low | B-score at 10 µM | 310,000 compounds, 1.1% hits;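 active means fluorescence ratio B-score at most minus 3 library SDs, with starting brightness B-score within 2 library SDs, cut at about -5.5 in these data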
An asterisk follows results filed as active; i = inactive; nt = no result given.

Values in the order – KCNQ2 block	OX1R antag	STK33 kinase inh
Cc1cc(C(=O)NC(C)C2CCCO2)c(C)o1 (stereo not drawn)
 : i	0	0.0
CCOC(=O)C1CCN(C(=O)CCc2c(C)nc3cc(-c4ccc(OC)cc4OC)nn3c2C)CC1
 : i	0	0.5
COc1ccccc1CN(C(=O)CCl)C(C(=O)NC1CCCCC1)c1ccncc1 (stereo not drawn)
 : nt	20	1.2
COc1ccc(CCNC(=O)C2CCN(S(=O)(=O)N3CCOCC3)CC2)cc1OC
 : i	2	-3.6
CC(=O)N1CCOCCOCCN(C(C)=O)CCOCC1
 : i	6	0.1
CCCCC(C(=O)O)C(C)CC(=O)Nc1cccc(C(=O)O)c1 (stereo not drawn)
 : i	24	-0.8
CCN(CC)C(=O)[C@H]1CC(CC(=O)NCCCN(C)C)C(=O)N2CCc3c([nH]c4ccccc34)[C@]12C (stereo partly drawn)
 : nt	1	-0.8
COc1cc(NC(=O)COC(=O)C=C(C)C)c(C)cc1[N+](=O)[O-]
 : i	27	0.1
O=C(NNS(=O)(=O)c1ccccc1[N+](=O)[O-])c1cccc(Br)c1
 : i	7	-1.0
COc1ccc(C(=O)Nc2nnc(CCS(=O)(=O)c3ccc(C)cc3)s2)cc1
 : i	10	-4.7
C(=N\NCc1ccccc1)/c1ccc2nccnc2c1
 : i	12	0.5
COc1ccc(C(=O)c2cnc[nH]2)cc1
 : i	-2	0.1
O=C(Nc1ccccc1N1CCOCC1)c1ccc(Br)o1
 : i	15	0.9
O=C(CSc1nnc(CNc2ccc(Cl)cc2)o1)Nc1nc2ccccc2s1
 : i	13	-1.1
O=C(O)c1ccc(/C=N/O)cc1
 : i	12	-0.5

Random excerpt: 2 compounds from above
Values in the order – KCNQ2 block	OX1R antag	STK33 kinase inh
C(=N\NCc1ccccc1)/c1ccc2nccnc2c1
 : i	12	0.5
Cc1cc(C(=O)NC(C)C2CCCO2)c(C)o1 (stereo not drawn)
 : i	0	0.0

One compound at a time (already shown). Screens in order: KCNQ2 block	OX1R antag	STK33 kinase inh
Results for CC(=O)N1CCOCCOCCN(C(C)=O)CCOCC1 : i	6	0.1
Results for O=C(CSc1nnc(CNc2ccc(Cl)cc2)o1)Nc1nc2ccccc2s1 : i	13	-1.1

Going on with the list.
Values in the order – KCNQ2 block	OX1R antag	STK33 kinase inh
O=C(Nc1nc(-c2ccccc2)cs1)c1ccc(N2CCOCC2)c([N+](=O)[O-])c1
 : -7.8*	80*	-2.1
Cc1cccc(CN2C(=O)N/C(=C/c3cc(C)n(-c4cc(C)ccn4)c3C)C2=O)c1
 : i	4	-0.8
COc1ccc(C(=O)CSc2nnc(CNC(=O)c3ccccc3F)n2C)cc1OC
 : i	11	-0.3
CCCOc1ccc(C2C(C(=O)c3cc4ccccc4o3)=C(O)C(=O)N2c2cc(C)on2)cc1 (stereo not drawn)
 : i	14	5.1
CCCC(=O)Nc1ccc2oc(=O)ccc2c1
 : i	0	2.9
Cc1[nH]c2ccccc2c1C(=O)CSc1nncn1C
 : i	-2	-0.2
O=C(O)c1ccc(NS(=O)(=O)c2cc(Cl)sc2Cl)cc1
 : i	7	-2.2
Cc1ccc(S(=O)(=O)Oc2ccc(/C=C(/NC(=O)c3ccccc3)C(=O)Nc3ccccc3)cc2)cc1
 : i	18	-1.0
Cc1nnc(NC(=O)CCn2c(=O)oc3ccccc32)s1
 : i	16	-2.1
Cc1cc([N+](=O)[O-])ccc1NCc1ccccc1
 : i	12	-0.7
CC1CCN(C(=O)CSc2ccc(-c3cccc([N+](=O)[O-])c3)nn2)CC1
 : i	13	0.8
CC(C)(C)C(=O)NC1CC2CCCC(C1)N2C(=O)Nc1ccccc1Cl (stereo not drawn)
 : i	nt	-0.8
COc1nnc(-c2ccc(C)c(S(=O)(=O)NCCO)c2)c2ccccc12
 : i	24	-0.8
Cc1cccc(NC(=O)NCCN2CCCCC2)c1
 : i	-6	-1.2
O=C(c1ccc(N2CCOCC2)c([N+](=O)[O-])c1)N1CCCC(C(F)(F)F)C1 (stereo not drawn)
 : i	11	-0.4

Later entries.
Values in the order – KCNQ2 block	OX1R antag	STK33 kinase inh
COc1ccc(/C=C2\N=C(SC)NC2=O)cc1
 : i	21	-0.9
COc1ccc(C(=O)N[C@H](C(=O)NCCc2ccc3c(c2)OCCO3)C(C)C)cc1
 : nt	2	-1.0
CC(C)(C)c1ccc(OCCC(=O)OCC(=O)NC2CC2)cc1
 : nt	7	-1.9
Cc1ccc([N+](=O)[O-])cc1S(=O)(=O)Nc1cccc(-c2ccc(N3CCCC3)nn2)c1
 : i	24	nt
O=C(C[n+]1ccccc1)N/N=C/c1ccc(Br)cc1
 : nt	8	-1.0
CCn1nc(C)c(CNC(=O)CCc2nnc(Cc3c[nH]c4ccccc34)o2)c1C
 : i	16	nt
O=C(NCCN1CCOCC1)c1cc2cc(Br)ccc2oc1=O
 : i	22	0.6
CCn1cc(CN2CCCC(C(=O)c3ccc(-c4ccccc4)cc3)C2)cn1 (stereo not drawn)
 : i	6	0.7
O=C(O)c1ccc2c(=O)n3c(nc2c1)/C(=C/c1cccc(Cl)c1Cl)CC3
 : i	12	1.0
CCOC(=O)c1ccc(NC(=O)CSc2nnc(CNc3ccc(C)cc3)n2C)cc1
 : i	31	-2.4
CC(C)(C)NS(=O)(=O)c1ccc(NS(=O)(=O)c2ccc(F)cc2)cc1
 : i	33	-1.6
COC(=O)c1ccc(COc2ccc(/C=N/NC(=O)C(=O)Nc3ccc(OC)cc3)cc2OC)o1
 : i	9	-1.4
COc1ccc(Br)cc1/C=C/C(=O)Nc1ccc2ccccc2c1
 : i	91*	-0.3
CCCN(CC(=O)Nc1ccccc1C)C(=O)c1cn2ccccc2n1
 : nt	7	-0.2
CCOc1ccc2nc(NC(=O)C3CCN(C(=O)c4ccco4)CC3)sc2c1
 : i	15	3.6

Additional results:
Values in the order – KCNQ2 block	OX1R antag	STK33 kinase inh
O=C(O)/C=C/c1ccccc1[N+](=O)[O-]
 : i	23	-1.7
COc1cccc(CN2C(=O)CCC2(C)C(=O)NC2CCCCCC2)c1 (stereo not drawn)
 : i	13	0.1
CC(C)Cc1cc(C(=O)N2CCC(N3CCC(C(=O)NC4CC4)CC3)CC2)n[nH]1
 : i	3	-0.3
Clc1cccc(Oc2cnc3ccccc3n2)c1
 : i	4	0.4
Cc1ccc(C(=O)N2CCN(c3ccccn3)CC2)cc1[N+](=O)[O-]
 : i	11	1.0
CN(C(=O)CSc1ncn[nH]1)C1(C#N)CCCCC1
 : nt	0	0.4
COc1ccc(CCNC(=O)Cn2cccc2C(=O)c2ccccc2)c(OC)c1
 : i	18	-0.2
Cc1cc(C)n(CC(C)NC(=O)CCc2nnc(CCc3ccccc3)o2)n1 (stereo not drawn)
 : i	5	-0.3
O=C(CNC(=O)c1ccccc1)OCc1nnc(-c2ccccc2)o1
 : i	7	-1.2
CC1CCCC(NC(=O)COC(=O)/C=C/c2ccc([N+](=O)[O-])cc2)C1C (stereo not drawn)
 : nt	12	-0.5
O=C(CN1CCN(CC(=O)Nc2ccc(-c3ccccc3)cc2)CC1)Nc1ccc(F)cc1
 : i	12	-0.2
CC(=O)c1cccc(Nc2nc(-c3sc(C)nc3C)cs2)c1
 : i	27	-0.3
CCCC(=O)Nc1ccc(NC(=O)CCc2ccccc2)cn1
 : i	18	-1.4
NS(=O)(=O)c1ccc(CCNC(=O)C(c2ccccc2)c2ccccc2)cc1
 : i	21	0.1
COCCCNC(=O)c1cc2c(=O)n(C)c3ccccc3c2n1C
 : i	8	0.7

Carrying on.
Values in the order – KCNQ2 block	OX1R antag	STK33 kinase inh
CCC(=O)N/C(=N/c1nc(C)cc(C)n1)Nc1ccccc1
 : i	13	-1.2
COc1ccc(N2CCc3c(C)nc4c(OC)cc(OC)cc4c32)cc1
 : i	53	-0.2
COc1ccc(OCC(=O)Nc2ccc(S(=O)(=O)N3CCCC3)cc2)cc1
 : i	13	-2.0
O=C(c1nn2c(C(F)(F)F)cc(-c3ccco3)nc2c1Br)N1CCCc2ccccc21
 : i	41	-0.8
CCOc1ccc(CNC(=S)N/N=C/c2cccnc2)cc1
 : i	12	-1.0
O=C(COC(=O)Cn1[nH]c(=O)c2ccccc2c1=O)Nc1c(Cl)cccc1C(F)(F)F
 : i	10	-2.1
Cc1cc(C)cc(N(CC(=O)N2CC=C(c3ccccc3)CC2)S(=O)(=O)c2c(C)noc2C)c1
 : i	31	-1.3
COc1ccc2[nH]c3c(N4CCc5ccccc5C4)ncnc3c2c1
 : i	52	1.2
CCn1c(/C=C/c2ccc(F)cc2)nc2ccccc2c1=O
 : i	22	-2.4
COc1ccc(CC(=O)N2CC(C)CC(C)C2)cc1OC (stereo not drawn)
 : i	8	0.8
O=C(NCCc1ccccc1)c1ccc(-c2ccc(F)cc2)o1
 : -5.8*	26	2.5
COc1cccc2c1Oc1ncccc1N(C(=O)CCC(=O)NCc1ccccc1Cl)C2
 : i	21	-0.1
Cc1c(-c2ccc(O)cc2)nc2nc(-c3ccccc3)c(-c3ccccc3)nn12
 : i	27	-0.3
CCc1ccc(C(=O)CSc2nc(C)cc(=O)[nH]2)cc1
 : i	9	-1.0
Cc1ccc(S(=O)(=O)c2nnn3c2nc(N2CCC(C(N)=O)CC2)c2ccccc23)cc1
 : i	-3	0.1

(further entries)
Values in the order – KCNQ2 block	OX1R antag	STK33 kinase inh
COc1ccc(NC(=O)/C=C/c2ccc(OC(F)F)cc2)cn1
 : i	15	0.8
COc1ccc(OC)c(NC(=O)c2ccc(OCC(=O)N3CCOCC3)c(OC)c2)c1
 : i	3	-1.4
COc1ccccc1NC(=O)COC(=O)c1ccc(N2CCCC2=O)cc1
 : nt	5	-0.9
CC(C)CN(C(=O)CN1CCN(c2ccc(O)cc2)CC1)c1c(N)n(CC(C)C)c(=O)[nH]c1=O
 : i	1	0.2
COc1ccc(NC(=S)N2CCN(C(=O)C3CCCO3)CC2)c(OC)c1 (stereo not drawn)
 : i	6	-0.8
Nc1ccc(C(=O)OCCCc2nc3ccccc3[nH]2)cc1
 : i	24	-1.8
COc1ccc(C2CC(=O)NC3=C2C(=O)CCC3)cc1Cl (stereo not drawn)
 : i	18	2.6
CC(C)CCNC(=O)c1ccccc1NC(=O)C1=CSCCO1
 : i	14	0.9
C=CCNc1cc(C)oc(=O)c1C(=O)CC
 : i	15	-1.6
CC[C@](C)(O)c1cc2ccccc2c(=O)o1
 : nt	2	-1.2
c1ccc(CN2CCOCCOCCOCCOCC2)cc1
 : i	9	-0.7
CCOC(=O)N1CCN(c2ccc(Cl)c(Cl)c2)CC1
 : i	15	0.7
COc1cccc(CNc2ccccc2O)c1OCc1ccccc1F
 : i	3	0.3
O=C(N/N=C\c1ccncc1)c1ccc(Br)s1
 : i	nt	0.5
O=C(CCn1cncn1)N1CCCC(N2CCN(c3cccc(C(F)(F)F)c3)CC2)C1 (stereo not drawn)
 : i	4	-0.9

Next records:
Values in the order – KCNQ2 block	OX1R antag	STK33 kinase inh
C=CCSC1=N/C(=C\C=C\c2ccco2)C(=O)S1
 : i	20	0.0
O=C(CSc1ncnc2ccccc12)c1ccco1
 : i	31	0.0
O=C(c1cnn(C(=O)c2ccco2)c1)c1cc(F)ccc1O
 : nt	1	-0.4
Cc1ccc(NC(=S)N2CCCC2)cc1
 : i	14	0.8
Cc1cccc(CNC(=O)C2CCC(=O)N(C3CCCC3)C2)c1 (stereo not drawn)
 : i	9	-0.7
O=C(c1ccc(C(F)(F)F)n(Cc2ccc(Cl)cc2)c1=O)N1CCOCC1
 : i	-12	0.3
Cc1cccc(NC(=O)/C=C/c2ccc3c(c2)OCO3)n1
 : i	30	1.6
CCCNC(=O)c1ccccc1NC(=O)c1ccc2c(c1)NC(=O)C(C)S2 (stereo not drawn)
 : i	43	-0.7
C[C@H](CO)N1C[C@H](C)[C@@H](CN(C)C(=O)NC2CCCCC2)Oc2ccc(NC(=O)C3CCCCC3)cc2C1=O
 : nt	2	-1.1
CCCSC1=N/C(=C/c2ccsc2)C(=O)N1c1ccccc1
 : i	0	0.9
Cc1ccc(C2N(c3ccc(Cl)c(Cl)c3)C(=O)C3CCCN32)o1 (stereo not drawn)
 : i	9	-1.0
COc1ccccc1C(=O)N(CCC1CCCN1C)c1nc2ccccc2s1 (stereo not drawn)
 : i	-1	0.0
CCCCCCn1c(NCC)nc2c1c(=O)[nH]c(=O)n2C
 : i	6	-0.8
CC(=O)Cn1ncc(N2CCOCC2)cc1=O
 : i	6	-1.3
CCOc1ccc(S(=O)(=O)Nc2ccc(C(=O)NCCCN3CCOCC3)cc2)cc1
 : i	11	-1.3

The list continues:
Values in the order – KCNQ2 block	OX1R antag	STK33 kinase inh
Cc1oc(=O)c(NC(=O)c2ccc(Cl)cc2)cc1C(=O)c1ccccc1
 : i	11	0.2
COc1cccc(C(=O)N2CCN(C(=O)COc3ccc4ccccc4c3)CC2)c1
 : i	12	1.0
CC(=O)c1ccc(OCC(=O)NCC2(N3CCCCC3)CCCCC2)cc1
 : i	10	-1.0
COc1ccccc1CNS(=O)(=O)c1ccc2c(c1)CC(=O)N2C
 : i	21	-2.7
